Compound activity: PubChem BioAssay, National Center for Advancing Translational Sciences (NCATS)
Vif-APOBEC3G blk: inhibitors of Vif-APOBEC3G interaction. Q9HC16. HeLa A3G-eYFP + Vif (tagged APOBEC3G with the HIV-1 protein that degrades it), YFP fluorescence, overnight. Potency, µM (doses to about 46.1 µM), inactives show at the highest dose activity, negative = active, hits mostly inhibitors. actives 0.076% (n = 410,000). AID 602310;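 note: potency is the fitted concentration of half-maximal effect; % is set by controls: 0 for no effect and ±100 for the full control effect; nearly all actives have a fitted effect of over 60% in size; hits raise eYFP signal because A3G escapes Vif-driven loss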
Target sequence (Q9HC16 whole entry, looked up): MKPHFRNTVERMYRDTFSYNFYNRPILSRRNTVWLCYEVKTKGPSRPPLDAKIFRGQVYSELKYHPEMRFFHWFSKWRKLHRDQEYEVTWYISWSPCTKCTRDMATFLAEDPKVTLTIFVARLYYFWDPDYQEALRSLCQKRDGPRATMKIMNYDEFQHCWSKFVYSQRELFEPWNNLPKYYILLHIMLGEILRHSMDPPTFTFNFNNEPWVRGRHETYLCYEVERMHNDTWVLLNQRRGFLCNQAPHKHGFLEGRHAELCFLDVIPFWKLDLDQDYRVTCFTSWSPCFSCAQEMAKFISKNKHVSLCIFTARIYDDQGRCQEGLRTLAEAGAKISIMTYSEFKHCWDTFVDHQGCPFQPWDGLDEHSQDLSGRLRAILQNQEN
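HeLa cells stably expressing Vif and C-terminally eYFP-tagged A3G, seeded overnight at 37 deg C, then exposed to compound by pintool overnight at 37 deg C. Rise in yellow fluorescence (Ex 488/Em 500-530, Acumen) marks blocked Vif-driven A3G degradation.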
TrxR1 inh: inhibitors of rat thioredoxin reductase 1 | Potency, µM (titrated, usually from 114 µM), for the others: top-dose activity change, negative = inhibition, most hits filed as inhibitors | recombinant rTrxR1, NADPH fluorescence consumption, selenite substrate | actives 1% (n = 390,000) | AID 588453; note: potency is the fitted concentration of half-maximal effect; % is set by controls: 0 for no effect and ±100 for the full control effect; nearly all actives have a fitted effect of over 65% in size
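Rat TrxR1 (90 nM in the dispensed reagent) was pre-reduced with 400 uM NADPH for 5 min at room temperature, then incubated with compound for 15 min. After 400 uM selenite was added, NADPH fluorescence (Ex 340/Em 450 nm) was followed for 8 min.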
RGS4 inhibitor: blocks human RGS4-accelerated GTP hydrolysis | actives 0.039% (n = 390,000) | Potency, µM (doses to about 114 µM), inactives show at the highest dose activity change, negative = inhibition, most hits filed as inhibitors | Transcreener GDP fluorescence polarization, RGS4-accelerated GTP hydrolysis | P49798; note: potency is the fitted concentration of half-maximal effect; % is set by controls: 0 for no effect and ±100 for the full control effect; nearly all actives have a fitted effect of over 75% in size; some results filed as inactive show a strong effect at the top dose
Target sequence (P49798 whole entry, looked up): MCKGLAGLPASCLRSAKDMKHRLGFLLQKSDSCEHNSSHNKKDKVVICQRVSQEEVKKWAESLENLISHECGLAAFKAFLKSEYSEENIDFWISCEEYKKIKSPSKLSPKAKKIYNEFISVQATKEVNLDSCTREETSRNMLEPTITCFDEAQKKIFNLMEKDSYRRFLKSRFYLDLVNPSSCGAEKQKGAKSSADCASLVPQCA
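MLSMR compounds (23 nl, pin-transferred) preincubated 10 min at room temperature with a 500nM (2x) first reagent, then RGS4 at 900nM (2x) plus Transcreener GDP mix added; fluorescence polarization (620/688 nm) read before and after 90 min at 30 °C.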
IDH1 R132H inh: human IDH1 R132H inhibition | Potency, µM (doses to about 76.6 µM), for inactives: at the highest dose activity change, negative = inhibition, actives largely listed as inhibitors | IDH1-R132H enzyme, NADPH consumption, diaphorase/resazurin fluorescence | AID 602179 | O75874 | actives 0.093% (n = 390,000); note: potency is the fitted concentration of half-maximal effect; % is set by controls: 0 for no effect and ±100 for the full control effect; nearly all actives have a fitted effect of over 65% in size
Target sequence (O75874 whole entry R132H, stated change not applied): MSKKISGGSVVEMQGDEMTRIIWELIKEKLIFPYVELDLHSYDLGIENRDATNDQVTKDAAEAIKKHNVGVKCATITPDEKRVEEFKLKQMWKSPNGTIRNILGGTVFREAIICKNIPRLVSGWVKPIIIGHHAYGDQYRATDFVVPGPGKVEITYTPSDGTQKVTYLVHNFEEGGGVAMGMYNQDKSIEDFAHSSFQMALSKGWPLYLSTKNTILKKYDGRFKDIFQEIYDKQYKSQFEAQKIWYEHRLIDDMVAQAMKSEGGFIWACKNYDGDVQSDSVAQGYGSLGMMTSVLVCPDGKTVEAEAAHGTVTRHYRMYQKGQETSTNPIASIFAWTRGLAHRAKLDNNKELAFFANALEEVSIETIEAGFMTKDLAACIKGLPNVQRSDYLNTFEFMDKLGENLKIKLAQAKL
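IDH1-R132H (0.5 ug/mL) preincubated 30 min with compound, then NADPH (0.016 mM) and alpha-KG (2 mM) added; 80 min at RT, pH 7.5. Remaining NADPH coupled via diaphorase/resazurin to fluorescence (540/590 nm); concentration-response curves normalized to no-enzyme control.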
LDHA inh: blocks human lactate dehydrogenase A; purified LDHA, NADH/diaphorase-resazurin fluorescence; hits give low values; AID 1347041; activity change, % (values are at about 110 or 230 µM); actives 0.15% (n = 480,000); P00338; in the data active = activity change below about -30%; inconclusive = mostly about -25% to -30%;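 note: plate controls were DMSO wells for no effect and wells without enzyme for full effect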
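Remaining NADH was detected by diaphorase (0.133 mg/mL) converting 37 µM resazurin to fluorescent resorufin, read at 0 and 20 minutes. The preceding 5-minute room-temperature reaction used 2 nM LDHA, 0.2 mM sodium pyruvate and 0.06 mM NADH at pH 7.4.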
GRP78 ERSR act: induces the endoplasmic reticulum stress response in human glioma cells. actives 0.02% (n = 420,000). U87-MG GRP78 promoter luciferase reporter, 16 h. Potency, µM, for the others: at the top dose activation, usual class: activators; note: potency is the fitted concentration of half-maximal effect; series mostly up to about 76 µM; % of control where 0% means no effect; nearly all actives have a fitted effect of over 35% in size
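Stably transfected U87-MG human glioma cells carrying a GRP78-based luminescent sensor were seeded at 1000 cells/well, pin-dosed with compounds and incubated 16 h. Luciferase reagent was then added, and end-point luminescence was read after 10 min at room temperature.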
TrxR1 substrate: rat thioredoxin reductase 1 substrate activity; Potency, µM (top dose mostly 114 µM), inactives show top-dose activity change, negative = substrate turnover; purified TrxR1 substrate turnover, NADPH consumption readout; AID 588456; O89049; actives 0.01% (n = 390,000); note: potency is the fitted concentration of half-maximal effect; % is set by controls: 0 for no effect and ±100 for the full control effect; nearly all actives have a fitted effect of over 50% in size
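Rat TrxR1, dispensed at 90 nM, was prereduced with 400 uM NADPH (final) for 5 min at ~22 deg C, then incubated with compound 15 min before 400 uM selenite. A first-read NADPH fluorescence drop versus no-compound background flagged substrates.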
Vif-APOBEC3F blk: Vif-A3F binding inhibition; actives 0.2% (n = 390,000); Potency, µM (series often up to 46.1 µM), without a hit: at the highest dose activity, negative = active; HeLa A3F-eYFP + Vif (tagged APOBEC3F with the HIV-1 protein that degrades it), YFP fluorescence increase; note: potency is the fitted concentration of half-maximal effect; % of control where 0% means no effect; nearly all actives have a fitted effect of over 65% in size
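HeLa cells stably expressing Vif plus C-terminally eYFP-tagged A3F were seeded, incubated overnight at 37 deg C, dosed with compound, incubated overnight again at 37 deg C. Yellow fluorescence (Ex 488/Em 500-530) reported blocked Vif-mediated A3F-eYFP degradation.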
USP1-UAF1 inh: USP1/UAF1 (human) deubiquitinase inhibition | O94782 | recombinant USP1/UAF1, Ub-Rhodamine cleavage fluorescence | Potency, µM (titrated, usually from 57.1 µM), without a hit: at the highest dose activity change, negative = inhibition, most hits filed as inhibitors | actives 0.23% (n = 390,000) | AID 743255; note: potency is the fitted concentration of half-maximal effect; % is set by controls: 0 for no effect and ±100 for the full control effect; nearly all actives have a fitted effect of over 60% in size; inactives centre near -12
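USP1/UAF1 complex (1 nM) preincubated 15 min at room temperature with compound, then Ub-Rho substrate (150 nM final) added. Kinetic fluorescence at 480/540 nm over 6 reads at 60 s intervals; 50 mM HEPES pH 7.8, 0.5 mM EDTA, 0.1 mg/ml BSA, 1 mM TCEP, 0.01% Tween-20.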
Starred values were filed as active, the others as inactive; u = inconclusive; x = no result given; & = joins results of further samples; [ ] = remark or other dose. Unless noted, calls come from the whole dose curve; as a rule, active = well fitted curve in the direction sought with a large enough effect; inconclusive = small, poorly fitted or top-dose-only effect, or another doubt; inactive = no such curve, though single readings can be large; an effect the other way counts as inactive or inconclusive.

SMILES	Vif-APOBEC3G blk	TrxR1 inh	RGS4 inhibitor	IDH1 R132H inh	LDHA inh	GRP78 ERSR act	TrxR1 substrate	Vif-APOBEC3F blk	USP1-UAF1 inh
COc1ccc(/C=C/c2nc(-c3ccccc3O)n(-c3ccccc3)n2)cc1	-11%	27%	14%	1%	-4	0%	28%	-7%	-16%
CC(C)(C)c1cccc(C2(O)C(=O)c3ccccc3C2=O)c1O	-1%	-7%	-10%	0%	-2	0%	-7%	18%	-19%
O=C(O)CSc1nnc(-c2ccco2)o1	4%	-2%	20%	0%	-1	3%	3%	-1%	-9%
CC(Oc1ccccc1)C(=O)Nc1nnc(S(=O)(=O)N(C)c2ccccc2)s1 (stereo not given)	-5%	7%	19%	-13%	-3	2%	1%	6%	u
CCCOC(=O)Nc1nc(-c2ccc(C)cc2)c(C)s1	-1%	-57%	-2%	9%	-9	4%	5%[57.1 µM]	12%	0%
COc1ccc(OC)c(S(=O)(=O)N2CCN(c3ncccn3)CC2)c1	0%	27%	21%	6%	-6	-3%	3%	-2%	4%
CC1CN(S(=O)(=O)N2CCOCC2)CCN1S(=O)(=O)N1CCOCC1 (stereo not given)	0%	19%	14%	-4%	-7	-3%	3%	8%	-4%
COc1ccccc1NC(=O)CSc1nc(=O)n(CCN2CCOCC2)c2c1CCC2	-3%	4%	4%	-3%	-7	-3%	-8%	7%	-20%
O=C(CCCc1c[nH]c2ccccc12)NCCc1c[nH]c2ccccc12	0%	12%[57.1 µM]	23%	6%	u	-4%	5%[57.1 µM]	4%	-27%
COc1ccc2c(c1)C(C)(CCN)C(=O)N2C (stereo not given)	0%	16%[57.1 µM]	23%	x	-11	6%	7%[57.1 µM]	-8%	x
CCC1CN(C(=O)Nc2cccc3c2CCCC3)c2cc(C)ccc2O1 (stereo not given)	-13%	1%	12%	-6%	7	-1%	-1%	1%	-25%
C[C@@H](C(=O)N1CCNCC1)n1cc(CCC(=O)O)nn1	2%	4%[57.1 µM]	-4%	18%	-3	-1%	-9%[57.1 µM]	7%	-2%
COC(=O)C(CC(C)C)NC(=O)C(Cc1ccccc1)NC(=O)C1CCCN1C(=O)OC(C)(C)C (stereo not given)	0%	18%[57.1 µM]	-10%	6%	-1	-5%	7%[57.1 µM]	-2%	-19%
CCc1cc(=O)[nH]c(SCc2nc(-c3ccccc3)no2)n1	-2%	9%[57.1 µM]	5%	27%	-9	-1%	1%[57.1 µM]	2%	-5%
O=C(/C=C/c1cccc2ccccc12)c1ccncc1	u	u	u	-13%	-4	-11%	-3%	-8%	u
CCCN1CCc2nc(SCC(=O)Nc3ccc(C)c(Cl)c3)[nH]c(=O)c2C1	1%&-8%	22%[57.1 µM]	9%&-7%	1%&8%	-1&2	-5%&-1%	7%[57.1 µM]	-15%&0%	-15%&-22%
COc1cc2c(cc1NCc1ccc3c(c1)OCO3)oc1ccccc12	-11%	-11%	-14%	1%	1	7%	17%	-9%	-5%
CCOc1ccc(NC(=O)Nc2nnc(N3CCCCC3C)s2)cc1 (stereo not given)	-2%	4%	-2%	12%	2	7%	0%	4%	-17%
CCc1ccc(C(=O)c2cn(CC(=O)Nc3cccc(OC)c3)c3ccc(OC)cc3c2=O)cc1	-5%	-8%	u	1%	-8	-2%	-10%	1%	u
COc1ccc(C(=O)C2CCCN(Cc3cnc(N4CCOCC4)s3)C2)cc1F (stereo not given)	3%	-7%	3%	1%	-13	-3%	-8%	-14%	-7%
CCC(C)NC(=O)c1cc2c(=O)n3cccc(C)c3nc2s1 (stereo not given)	-3%	16%[57.1 µM]	6%	6%	1	0%	64%[activator][57.1 µM]	-2%	-19%
CC1CCC(NC(=O)COc2ccc(C(=O)c3ccccc3)cc2)CC1 (stereo not given)	-2%	-11%[57.1 µM]	18%	1%	1	-2%	-1%[57.1 µM]	7%	-4%
Cn1cccc1CC(=O)N/N=C/c1cccc([N+](=O)[O-])c1	3%	-1%[57.1 µM]	12%	-8%	-10	5%	-1%[57.1 µM]	-21%	-14%
Brc1ccc(CSc2nnc(-c3cccnc3)o2)cc1	-4%	5%	-2%	10%	2	2%	-6%	8%	-14%
Cc1ccc2c(c1)N(CCC(=O)NCc1ccco1)C(=O)CO2	0%	-10%	30%	10%	-1	-1%	-7%	0%	-8%
O=C(O)c1cc(S(=O)(=O)N2CCN(C(c3ccccc3)c3ccccc3)CC2)ccc1Cl	-2%	-10%	-1%	-5%	-1	3%	7%[57.1 µM]	4%	-15%
Cc1nnc(NC(=O)CSc2nnc(CNC(=O)c3ccccc3F)n2C(C)C)s1	0%	-6%	-23%	-5%	-3	-6%	-7%	1%	-4%
CCC(C)Sc1cc(-c2nc3ccc(Cl)cn3c2NC2CCCCC2)ccc1OC (stereo not given)	-7%	4%[57.1 µM]	10%	0%	5&-3	1%	8%[57.1 µM]	-7%	u
O=C1CCCc2ccccc2N1Cc1cccc(Cl)c1	-7%	1%[57.1 µM]	7%	2%	-2	-5%	5%[57.1 µM]	-5%	-18%
Cc1cc(C)c(S(=O)(=O)N(C)CC(=O)NCc2cccnc2)c(C)c1	-8%	13%	-3%	4%	-2	0%	2%	-1%	1%
COC(=O)Cc1c(O)ccn(C2CC2)c1=O	0%	36%[activator][57.1 µM]	10%	7%	-2	-5%	5%[57.1 µM]	-1%	-2%
O=C(Nc1ccc(O)c(-c2nc3ccccc3o2)c1)c1cccs1	-5%	0%	-11%	-12%	-3	-3%	-4%	0%	-29%
CC(NC(=O)CN(C)CC(=O)Nc1ccc(F)c(F)c1F)c1ccccc1 (stereo not given)	4%	6%	-8%[11.4 µM]	0%	1	-1%	4%	3%	-24%
Cc1[nH][nH]c(=O)c1C(c1ccc(-c2ccc(C(=O)O)cc2)o1)c1c(C)[nH][nH]c1=O	0%	-4%[57.1 µM]	u	15%	27	-1%	-21%	-14%	u
COc1ccc(Br)cc1CN1CCN(C(=O)c2ccco2)CC1	2%	9%	-23%	3%	-18	-9%	9%[57.1 µM]	u	-18%
COCCNC(=O)CN1CCC(NC(=O)c2ccco2)CC1	0%	1%	-23%	2%	-4	-4%	-4%	0%	-14%
Cc1ccc(C2/C(=C(/O)c3cnn(-c4ccccc4)c3C)C(=O)C(=O)N2CCN2CCOCC2)o1 (stereo not given)	1%	-10%[57.1 µM]	-12%	-2%	-2	8%	3%[57.1 µM]	-4%	-5%
C/C(CCc1ccccc1)=N\NC(=O)C1C2CCCCC21 (stereo not given)	-4%	24%	32%	1%	-1	-3%	1%	-4%	-11%
CCN1C(=O)c2ccccc2S(=O)c2ccc(C(=O)N3CCN(c4ccccc4OC)CC3)cc21 (stereo not given)	-7%	12%	-11%	11%	-4	-2%	3%	6%	-5%
CCOC(=O)CSc1nc2c([nH]c3ccccc32)c(=O)n1-c1ccc(OCC)cc1	-2%	21%[57.1 µM]	-3%	-10%	-3	-3%	2%[57.1 µM]	-2%	-23%
CC1=C(C)/C(=N\OS(=O)(=O)c2ccc(C)cc2)C=CC1=O	-6%	u	u	19%	37	-16%	-12%	-2%	-5%
C[C@H](CO)N1C[C@H](C)[C@H](CN(C)S(=O)(=O)c2ccccc2)Oc2c(NS(C)(=O)=O)cccc2C1=O	-3%	11%	-5%	0%	0	-6%	4%	0%	-22%
COc1ccc(CC/C(C)=N\NC(N)=O)cc1	0%	-15%	4%	-2%	-1	-4%	-10%	-10%	-9%
C=C(C)COc1ccc(-c2nc(N)ncc2-c2ccc(OC)c(OC)c2)c(O)c1	-3%	-5%	-12%	3%	1	-4%	-7%	-1%	-8%
CC(C)(C)S(=O)(=O)/C(C#N)=C/Nc1ccccn1	1%	5%	2%	0%	1	-3%	2%	0%	-14%
CCOc1ccc2[nH]c(C)c(CN(C)C)c(=O)c2c1	1%	5%	15%	0%	3	-3%	59%[activator]	3%	14%
COc1ccc(NCc2nnc(SCC(=O)Nc3ccc(OC)cc3)n2C)cc1	-1%	23%	5%	-5%	-6	-1%	1%	1%	-15%
O=C(OCc1cc(=O)n2c(n1)sc1ccccc12)c1ccc(O)cc1	-3%	-8%	7%	-3%	-7	-2%	-1%	0%	-13%
CC(=O)Nc1cccc(N)c1	-1%	56%[activator]	2%	-8%	-3	0%	150%[activator]	6%	-19%
CC1CCN(C(=O)Cn2nnnc2CN2CCOCC2)CC1	0%	u	-19%	4%	-7	-1%	4%	6%	-11%
O=C(O)c1cccc(Nc2ncnc3sccc23)c1	0%	17%[57.1 µM]	-6%	20%	-9	-7%	5%[57.1 µM]	0%	-10%

Only part of the results is shown; the hit share may differ from the screen's.
